# ERp5 block = blocks human ERp5 reductase activity on insulin; Q15084; ERp5 insulin aggregation, absorbance 650 nm, 90 min; inhibition, % at 9.99 µM; hit rate 0.05% among 350,000; AID 651711;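 active = mean replicate inhibition above about 25%, with every replicate also reaching it, limit read from the data, passing the limit was not always enough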
# RAD52 inh = inhibitors of human RAD52 DNA annealing | P43351 | recombinant RAD52 DNA annealing, FRET fluorescence | inhibition, % at 18.7 µM | hit rate 0.46% among 360,000;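 active = every replicate showing at least 50% inhibition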
# Xi reactivation = activators of X-chromosome reactivation in mouse fibroblasts; XiGFP mouse fibroblasts, % GFP-positive cells imaging, 3 d; cells co-treated with 5-aza-dC sensitizer; scaled so ellipticine positive control = 100%; activation, % at 7.58 µM; hit rate 0.055% among 360,000; AID 743238;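 active = mean normalized replicate activation at least 10% and every replicate at or above 10%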;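 also: 0% = median of on-plate neutral control wells and 100% = ellipticine 6 µM median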
#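 material = 68-5-11 XiGFP fibroblast line | medium = DMEM plus 5-aza-dC sensitizer | schedule = 3 days compound exposure | benchmarks = positive control ellipticine, 6 µM final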
# RAD54 inh = RAD54 (human) branch migration inhibition; hit rate 0.14% among 360,000; RAD54 Holliday junction branch migration, FAM/BHQ fluorescence; AID 602329; inhibition, % at 10.4 µM; Q92698;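 active = mean normalized replicate activity at least 40 and at least half of replicates scoring 40 or more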;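 also: 0% = median of neutral control wells and 100% = median of positive control wells; inhibitors cause a drop in the FAM fluorescence signal; in these data hits start at about 50%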
# ERAP1 HTS inh = inhibitors of human ERAP1 aminopeptidase. recombinant ERAP1, Leu-AMC fluorescence, 60 min. inhibition, % at 10.7 µM. hit rate 0.15% among 340,000;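 active = mean replicate inhibition of at least 30%, or all replicates individually reaching that 30% level; inactive = mean below 30% and not every replicate reaching it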;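 also: 0% = neutral control wells and 100% = L-leucinethiol positive control wells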
# E-selectin induc = E-selectin induction on HUVECs; P16581; HUVEC E-selectin immunofluorescence imaging; normalized: neutral wells 0, TNF-alpha wells 100; activation, % at 7.58 µM; hit rate 0.37% among 260,000; AID 686992;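 active = mean E-selectin-positive cell signal at least 10% of the positive control, reached in at least 60% of replicates, without over 20% cell loss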;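 also: in these data hits start at about 27%; measured in HUVEC primary endothelial cells; signal is the percent of cells scored E-selectin positive by PE staining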
# Target sequence (P16581 whole entry, looked up): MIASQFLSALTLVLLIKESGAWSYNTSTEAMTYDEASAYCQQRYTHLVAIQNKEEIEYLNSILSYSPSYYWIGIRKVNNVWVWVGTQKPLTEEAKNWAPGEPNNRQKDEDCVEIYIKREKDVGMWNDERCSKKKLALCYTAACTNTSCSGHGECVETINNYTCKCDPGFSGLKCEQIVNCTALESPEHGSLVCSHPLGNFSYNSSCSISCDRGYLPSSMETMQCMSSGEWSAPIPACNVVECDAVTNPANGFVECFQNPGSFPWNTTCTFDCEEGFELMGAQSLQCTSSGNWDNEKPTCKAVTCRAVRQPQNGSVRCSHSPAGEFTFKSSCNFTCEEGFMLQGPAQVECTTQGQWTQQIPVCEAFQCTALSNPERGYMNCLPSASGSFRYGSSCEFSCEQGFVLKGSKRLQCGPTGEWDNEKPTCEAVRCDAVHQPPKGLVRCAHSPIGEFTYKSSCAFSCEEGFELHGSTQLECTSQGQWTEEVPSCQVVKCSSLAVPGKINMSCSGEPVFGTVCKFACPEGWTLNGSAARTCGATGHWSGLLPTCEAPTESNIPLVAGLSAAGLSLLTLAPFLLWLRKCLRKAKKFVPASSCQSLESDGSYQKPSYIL
#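 Material: HUVEC primary endothelial cells; Amount: 3,000 cells per well; Dosing: single concentration; Medium: EGM-2 growth medium on 0.1% gelatin-coated wells; Read-out basis: percent E-selectin-positive cells; Signal: immunofluorescence imaging; Control set: TNF-alpha, DMSO.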
# S100A4 inh HTS = S100A4-myosin IIA interaction inhibition | S100A4/TAMRA-MyoIIA peptide fluorescence polarization | inhibition, % at 10.7 µM | hit rate 0.14% among 360,000 | AID 652163 | P26447;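 active = mean inhibition of at least 70% across replicates, with every replicate also reaching that level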
# Target sequence (P26447 whole entry, looked up): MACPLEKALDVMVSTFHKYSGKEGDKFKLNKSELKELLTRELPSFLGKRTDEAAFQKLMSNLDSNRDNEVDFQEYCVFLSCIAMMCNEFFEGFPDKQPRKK
#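 Compound dosing: one dose per compound; test system: human S100A4 monomer with TAMRA-labelled myosin IIA peptide; probe or stimulus: TAMRA-labelled myosin IIA heavy-chain peptide probe, 5 nM; medium: HEPES buffer with Ca2+, pH 7.2; schedule: 5 min incubation before reading; benchmarks: neutral control DMSO, positive control TFP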
# esBAF inh = SWI/SNF esBAF complex inhibition. mouse ES cells, Bmi1-luciferase knock-in reporter, 24 h; 100% = twice the neutral-well signal. hit rate 2% among 350,000. AID 602393. reporter increase, % at 12.5 µM; in the data active = activation above about 40%;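 also: 0% = median of the plate's neutral control wells and 100% = double that signal; a rise in the Bmi1 reporter signal indicates esBAF inhibition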
# Numbers without * were called inactive; / = not tested or not shown. This is a random part of the collection. About 2.5% of those tested had a hit in this group.
SMILES	ERp5 block	RAD52 inh	Xi reactivation	RAD54 inh	ERAP1 HTS inh	E-selectin induc	S100A4 inh HTS	esBAF inh
CC(C)C[C@H]1CN(CCCC[C@@H]2CNC(=O)C(=O)N2CCc2ccccc2)C(=O)C(=O)N1CCC1CCCCC1	-1	10	0.0	/	-1	/	-1	/
C[C@H](O)[C@@H]1CN2CCc3c([nH]c4ccc(-c5ccc6c(c5)OCO6)cc34)[C@@H]2C[C@@H]1N(C)C(=O)Nc1ccc(F)cc1	-16	31	0.0	-8	0	/	-7	-16
CC(C)NC(=O)Nc1cccc2c1O[C@@H](CN(C)Cc1ccc(Oc3ccccc3)cc1)[C@H](C)CN([C@H](C)CO)C2=O	-2	0	-0.8	-14	-1	0.3	32	-1
CC(=O)NC(Cc1ccccc1C)C(=O)NC1CCN(c2nnnn2-c2ccccc2)CC1 (configuration not stated)	-1	-9	0.1	0	1	1.5	-7	/
Cc1cccc(-c2nc(CS(=O)CC(=O)NC3CCCC(C)C3C)c(C)o2)c1 (configuration not stated)	1	-12	-0.3	-11	-2	0.1	-1	-3
O=C(c1ccc(Br)cc1)N(Cc1nc2ccccc2c(=O)[nH]1)C1CCCC1	-2	2	0.0	8	-3	/	4	-4
Cc1ccc(S(=O)(=O)Nc2ccc3c(c2)CC(=O)N([C@@H](C)CO)C[C@H](C)[C@@H](CN(C)Cc2ccc(Oc4ccccc4)cc2)O3)cc1	-1	-22	-0.5	-3	0	0.4	-22	2
Cc1cccc(NCC(=O)N/N=C/c2cccc(Br)c2)c1	0	-2	-0.1	/	-1	0.8	-16	/
CSc1ccc(CN(C)C(=O)c2ccc(S(=O)(=O)Nc3c(C)n(C)n(-c4ccccc4)c3=O)cc2)cc1	/	-3	0.0	1	1	-1.7	5	0
O=C(NNC(=O)C1CC(c2cccs2)=NO1)Nc1ccc(Cl)cc1 (configuration not stated)	9	-1	0.1	6	-1	0.2	6	-4
O=C(CN1C(=O)NC2(CCCc3ccccc32)C1=O)N1CCCCC1 (configuration not stated)	-3	6	0.3	2	21	0.1	-1	/
CSc1ccccc1NC(=O)N1CCC(CO)(CC2CCCCO2)CC1 (configuration not stated)	-2	-5	0.0	/	-1	/	1	-7
C=CC(COC(C)=O)NS(=O)(=O)c1ccc(Br)cc1 (configuration not stated)	-1	17	/	-23	0	/	7	/
CO[C@@H]1CN(C)C(=O)c2ccc(NC(=O)C3CCCC3)cc2OC[C@@H](C)NC[C@H]1C	-1	2	0.1	11	-4	0.4	-8	-3
C=CCOC(=O)[C@@H]1[C@H]2C(=O)O[C@H](c3ccccc3)[C@H](c3ccccc3)N2[C@H](c2ccc(OCCOC(=O)[C@@H]3C[C@@H]4C(=O)N[C@@H](Cc5ccccc5)C(=O)N4[C@@H]3c3ccc(O)cc3)cc2)[C@@]12C(=O)Nc1ccc(I)cc12	2	-16	/	3	-3	/	-8	/
O=C(C[C@@H]1CC[C@@H]2[C@H](COC[C@@H](O)CN2Cc2nccs2)O1)NCc1ccccc1F	0	7	-0.1	-3	2	0.2	-1	-7
O=C(COC(=O)/C=C/c1ccc(F)cc1)Nc1nnc(-c2ccccc2)o1	-3	-5	2.3	-4	1	2.2	-3	-2
C[C@@H]1CN([C@@H](C)CO)S(=O)(=O)c2ccc(C#CC3CCCC3)cc2O[C@@H]1CN(C)C(=O)C1CC1	-1	18	-1.0	-3	4	0.5	-16	-11
CCCCN(C(=O)CCCc1nc2ccccc2c(=O)[nH]1)c1c(N)n(CCCC)c(=O)[nH]c1=O	2	-18	0.3	10	1	2.2	0	/
C[C@@H]1CCCCO[C@H](CN(C)C(=O)Nc2ccc3c(c2)OCO3)[C@@H](C)CN([C@H](C)CO)C(=O)c2cc(N(C)C)ccc2O1	2	-3	-1.2	-4	-2	-0.1	1	-6
COc1ccccc1N1CCN(CC(=O)c2c(N)n(C)c(=O)n(C)c2=O)CC1	-7	-5	0.0	/	-3	/	1	/
CCS(=O)(=O)Nc1cccc(-c2cn3c(n2)SCC3)c1	-1	-27	0.1	2	15	/	0	-1
Cc1ccc(S(=O)(=O)N2CCN(C(=O)COC(=O)CNC(=O)c3ccccc3)CC2)c(C)c1	0	-11	0.1	7	2	/	-2	-6
Cc1cccc(C)c1NC(=O)CN(C)CC(=O)Nc1sc2c(c1C(N)=O)CCC2	0	-16	-0.1	/	-1	-1.4	-2	0
Cc1noc(C)c1C(=O)N1CCCC(C(=O)c2cccc(OC(C)C)c2)C1 (configuration not stated)	-4	-9	0.0	-3	-2	-0.1	-1	0
CC(C)(C)NC(=O)C(c1ccccc1)n1c(=O)c(-c2cc3ccccc3[nH]2)nc2ccccc21 (configuration not stated)	-4	-21	-0.1	/	2	0.0	-1	/
C[C@@H]1CCCCO[C@@H](CN(C)C(=O)Nc2ccc(F)cc2)[C@@H](C)CN([C@H](C)CO)C(=O)c2cc(NC(=O)NC3CCCCC3)ccc2O1	0	-11	-0.7	-2	0	1.8	-15	-1
CC(NS(=O)(=O)/C=C/c1ccccc1)C(=O)O (configuration not stated)	2	-2	0.0	/	2	-1.9	-2	/
CCCC(=O)Nc1ccc2c(c1)C(=O)N(C)C[C@@H](OC)[C@@H](C)CN(Cc1cncnc1)[C@@H](C)CO2	4	0	0.0	-2	2	-0.2	-5	-1
Cc1ccc(Cn2c(SCCN3CCOCC3)nc3c2c(=O)n(C)c(=O)n3C)cc1	-4	-3	/	/	0	/	9	/
Cc1c(Br)c([N+](=O)[O-])nn1CC(=O)N1CCc2ccccc2C1	9	-27	0.2	-13	-1	-0.4	-5	/
C[C@@H]1CN([C@@H](C)CO)S(=O)(=O)c2ccc(-c3cccc(C#N)c3)cc2O[C@H]1CN(C)C(=O)Nc1cc(F)ccc1F	1	5	-0.4	-4	0	-0.3	1	-8

# Some of the entries so far, field by field:
Cc1ccc(Cn2c(SCCN3CCOCC3)nc3c2c(=O)n(C)c(=O)n3C)cc1
  ERp5 block: -4; RAD52 inh: -3; Xi reactivation: /; RAD54 inh: /; ERAP1 HTS inh: 0; E-selectin induc: /; S100A4 inh HTS: 9; esBAF inh: /

Cc1c(Br)c([N+](=O)[O-])nn1CC(=O)N1CCc2ccccc2C1
  ERp5 block: 9; RAD52 inh: -27; Xi reactivation: 0.2; RAD54 inh: -13; ERAP1 HTS inh: -1; E-selectin induc: -0.4; S100A4 inh HTS: -5; esBAF inh: /

# Later entries
SMILES	ERp5 block	RAD52 inh	Xi reactivation	RAD54 inh	ERAP1 HTS inh	E-selectin induc	S100A4 inh HTS	esBAF inh
CC(=O)c1cccc(OCc2cc(C(=O)N3CCSCC3)no2)c1	4	1	0.0	-4	-5	/	-10	/
CCCCC(=O)Nc1cccc(-c2nc3ncccc3o2)c1C	-4	7	0.7	-1	0	/	-5	7
COCC(=O)N[C@@H]1CC[C@@H](CC(=O)NCc2ccc(Cl)cc2)O[C@@H]1CO	11	-11	-0.2	5	1	-0.2	-13	1
CCNC(=O)Nc1ccc2c(c1)C(=O)N(C)[C@H]1CC[C@H](CC(=O)Nc3cccc(F)c3)O[C@@H]1CO2	-3	-2	0.4	-3	/	0.4	-22	4
C[C@@H]1CN([C@H](C)CO)C(=O)c2cc(NC(=O)Nc3ccccc3)ccc2O[C@H]1CN(C)CC1CCCCC1	-5	10	5.4	5	1	-0.2	5	0
CCN1[C@@H]2c3ccc(-c4cccc(F)c4)c(=O)n3C[C@@H]2[C@@H](CO)[C@@H]1C(=O)NCCCN(C)C	-1	-16	-0.1	/	-3	-0.3	6	/
CC(=O)N(C)C[C@@H]1Oc2cc(-c3ccccc3F)ccc2S(=O)(=O)N([C@H](C)CO)C[C@@H]1C	-3	-2	-1.0	-3	4	0.4	2	3
O=C(Cc1cccnc1)N1CC2(C1)[C@H](c1ccccc1)[C@H](CO)N2C(=O)C1CCC1	0	-7	0.2	/	-12	0.0	-2	/
Cc1ccc(Cl)cc1NC(=O)N(C)CCO	2	-13	0.1	0	0	-0.2	-3	-2
O=C(CSc1nccn1Cc1ccco1)Nc1ccc(F)cc1	0	-7	0.7	-1	-1	-0.5	4	16
COc1ccc(CN(C)C[C@@H]2OCCCC[C@@H](C)Oc3ccc(NS(C)(=O)=O)cc3C(=O)N([C@@H](C)CO)C[C@@H]2C)cc1	3	2	0.1	-2	0	0.2	-30	0
Cc1noc(C)c1S(=O)(=O)N(C)C[C@@H]1Oc2ccc(NS(=O)(=O)c3cccs3)cc2C(=O)N([C@H](C)CO)C[C@@H]1C	2	-17	0.2	-11	-1	0.0	-21	0
Cc1ccc(S(=O)(=O)N(C)C[C@@H]2Oc3c(NC(=O)CCCCCC(=O)Nc4ccccc4N)cccc3C(=O)N([C@@H](C)CO)C[C@H]2C)cc1	1	5	-0.1	/	1	0.3	9	/
C[C@H](CO)N1C[C@H](C)[C@@H](CN(C)C(=O)Nc2ccc(C(F)(F)F)cc2)Oc2ncc(C#C[C@@H](C)O)cc2C1=O	0	-13	-0.1	5	/	-0.4	-1	-7
C[C@@H]1CCCCO[C@@H](CN(C)CC2CCCCC2)[C@@H](C)CN([C@@H](C)CO)C(=O)c2cc(NC(=O)CCCN(C)C)ccc2O1	0	2	0.0	-4	0	0.1	-3	-1
C[C@@H]1CN([C@H](C)CO)C(=O)CCCn2nncc2CO[C@@H]1CN(C)S(=O)(=O)c1ccc(Oc2ccccc2)nc1	9	2	0.4	/	0	-0.6	-7	/
CC1=C(C(=O)N(C(C)C)C(C)C)CC(CC(=O)NCCCN(C)C)C(=O)N1Cc1ccccc1 (configuration not stated)	-3	0	/	-1	-5	1.4	0	1
Cc1cc([N+](=O)[O-])nn1CC(=O)NCc1ccccc1	-2	-8	0.1	-7	4	/	-2	4
O=[N+]([O-])c1cc(/C=N/O)ccc1Oc1ccccc1Cl	5	-13	0.4	/	1	-0.1	-3	/
COCC#Cc1cnc2c(c1)C(=O)N([C@@H](C)CO)C[C@H](C)[C@@H](CN(C)C(=O)Cc1cccnc1)O2	-3	-7	0.0	3	-4	0.0	-6	3
O=C(Nc1cc(F)ccc1F)N[C@H]1CC[C@H](CC(=O)N2CCc3ccccc3C2)O[C@@H]1CO	-2	-11	-0.1	-9	-4	0.1	4	0
CCc1ccc(NC(=O)C(=O)NCCOc2ccccc2Cl)cc1	4	-13	0.0	7	-3	0.6	2	2
CCC(=O)Nc1ccc2c(c1)OC[C@H](C)N(C(=O)C1CC1)C[C@H](C)[C@H](OC)CN(C)C2=O	0	-2	-0.1	-9	-2	-0.4	-3	0
Cc1c(Cl)cccc1NC(=O)C1CCN(c2cnccn2)CC1	2	10	0.0	/	-4	-0.2	0	-9
CCC(=O)NC(=S)Nc1c(C)cc(Br)cc1C	-2	0	0.0	/	1	/	1	/
COc1ccccc1N(CC(=O)NC1CCCC1)S(=O)(=O)c1cccc(C(F)(F)F)c1	10	-6	0.2	-1	-2	-0.3	-3	-4
CCCCCCCCC1CC(C(=O)Nc2ccccc2)C(=O)O1 (configuration not stated)	2	-14	0.3	/	4	/	-3	/
Cc1cc(C2CCCCC2)n(O)c(=O)c1	-2	-2	0.0	-15	-1	-2.2	-5	-65

# High-throughput results (PubChem BioAssay)
